TRPC4 potent – positive allosteric modulators of TRPC4, primary screen, cell-based, mouse TRPC4beta, HEK293 mu-opioid, Fluo-4 calcium; Short transient receptor potential channel 4 (Mus musculus), Q9QUQ5; DAMGO EC20, Fluo-4 Ca2+ flux; active compounds read high; B-score at 10 µM; hit rate 0.42% among 310,000;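 active = B-score of calcium response area above 5 SD of library B-scores, with initial fluorescence ratio within 5 SD of library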;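 note: B-score of integrated fluorescence ratio over time as area under calcium response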
TRPC4 block – inhibitors of mouse TRPC4 channel, primary screen, Fluo4 calcium, HEK293 TRPC4beta/mu-opioid cells. Short transient receptor potential channel 4 (Mus musculus), Q9QUQ5. DAMGO-evoked Fluo4 calcium flux; active compounds read low. B-score at 10 µM. hit rate 0.39% among 300,000. AID 2247, 2010;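 active = B-score over 3 SD under the library average, no early fluorescence shift, positive overall ratio signal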
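material = TRPC4beta/mu-opioid receptor HEK293 cell line | probe or stimulus = sequential submaximal and maximal DAMGO stimulation | compound dosing = one concentration per compound | measured by = Fluo4 Ca2+ flux fluorescence | evaluation = integrated fluorescence ratio relative to baseline, converted to per-well B score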
TRPC6 activator – mouse TRPC6 channel activators, primary screen, cell-based, HEK293, membrane potential dye | Short transient receptor potential channel 6 (Mus musculus), Q61143 | HEK293-TRPC6 membrane potential dye fluorescence; active compounds read high | B-score at 10 µM | hit rate 0.13% among 310,000 | AID 2550, 2010;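 active = B-score of the integrated fluorescence ratio above library mean plus 3 SD, and starting fluorescence ratio within library mean plus 5 SD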;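 note: higher score means more depolarization so channel activation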
Target sequence (Q61143 whole entry, looked up): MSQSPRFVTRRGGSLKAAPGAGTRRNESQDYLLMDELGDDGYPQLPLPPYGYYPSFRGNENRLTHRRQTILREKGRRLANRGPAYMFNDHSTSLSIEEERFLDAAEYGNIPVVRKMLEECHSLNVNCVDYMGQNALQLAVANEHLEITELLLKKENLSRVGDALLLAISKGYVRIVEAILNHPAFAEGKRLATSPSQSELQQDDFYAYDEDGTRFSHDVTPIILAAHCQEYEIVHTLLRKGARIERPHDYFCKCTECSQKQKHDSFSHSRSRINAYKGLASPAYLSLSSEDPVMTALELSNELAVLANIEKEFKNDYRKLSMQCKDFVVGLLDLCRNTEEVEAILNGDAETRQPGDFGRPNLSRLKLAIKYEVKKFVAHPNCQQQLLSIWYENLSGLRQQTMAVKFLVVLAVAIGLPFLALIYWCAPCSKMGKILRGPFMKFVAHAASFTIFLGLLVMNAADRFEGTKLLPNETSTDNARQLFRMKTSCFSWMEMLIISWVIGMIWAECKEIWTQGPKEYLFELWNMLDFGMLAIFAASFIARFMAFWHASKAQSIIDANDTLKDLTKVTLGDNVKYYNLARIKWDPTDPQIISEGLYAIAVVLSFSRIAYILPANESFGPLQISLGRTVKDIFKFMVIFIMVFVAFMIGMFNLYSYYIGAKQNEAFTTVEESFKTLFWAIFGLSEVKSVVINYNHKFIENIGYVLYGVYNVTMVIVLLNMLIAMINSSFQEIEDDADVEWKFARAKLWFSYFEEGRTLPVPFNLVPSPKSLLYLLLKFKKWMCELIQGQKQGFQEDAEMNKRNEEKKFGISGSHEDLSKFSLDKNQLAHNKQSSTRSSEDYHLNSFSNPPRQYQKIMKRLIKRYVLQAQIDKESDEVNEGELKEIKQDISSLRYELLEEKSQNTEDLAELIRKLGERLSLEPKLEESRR
TRPC4 agonist – activators of mouse TRPC4 channel, primary screen, Fluo4 calcium, HEK293 TRPC4beta/mu-opioid cells; Short transient receptor potential channel 4 (Mus musculus), Q9QUQ5; Fluo4 calcium fluorescence; active compounds read high; B-score at 10 µM; hit rate 0.49% among 310,000;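 active = B-score above 5 SD of library B-scores, and initial fluorescence ratio not above library mean plus 5 SD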;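 note: positive B-score marks a calcium rise read as TRPC4 activation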
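System: HEK293 cells stably co-expressing mouse TRPC4beta and mu-opioid receptor; Schedule: Fluo4 dye loading 45 min at room temperature, 110 s recording; Detection: Fluo4 fluorescence, kinetic; Evaluation: B-scored integrated calcium fluorescence ratio; Controls: buffer (low) and maximal DAMGO (high).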
MrgX1 agonist – agonists of human MrgX1 receptor, primary screen, HEK293 cells, Fluo-4 calcium flux | hit rate 0.44% among 310,000 | B-score at 10 µM | Fluo-4 calcium fluorescence, agonist mode; active compounds read high;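 active = calcium response B-score plate-corrected fluorescence ratio at least 3 library SD, with starting fluorescence B-score inside 5 SD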
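System – MrgX1-expressing HEK293 cells · Incubation – cells plated overnight, dye loaded 0.5 h 37 °C, 0.5 h room temperature · Technique – kinetic Fluo-4 NW fluorescence of intracellular calcium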
MrgX1 PAM – positive allosteric modulators of MrgX1, primary screen, HEK293 cells, Fluo-4 calcium flux; FDSS; active compounds read high; Mas-related G-protein coupled receptor member X1 (Homo sapiens), Q96LB2; hit rate 0.63% among 310,000; B-score at 10 µM;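 active = plate-corrected calcium response at least 3 library SD above typical, normal starting fluorescence, not activating the receptor alone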;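 note: compound read alongside a low EC10 to EC30 dose of BAM8-22 agonist; peak minus trough fluorescence over baseline measured at the second addition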
SKKanGAS inh – S. pyogenes SKKanGAS growth inhibitors in kanamycin, primary screen, streptokinase expression inhibitor project, SKKanGAS strain, BacTiter-Glo luminescence; hit rate 1.3% among 300,000; 6 h; inhibition, % at 7.5 µM;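 active = mean replicate score, as percent of positive control median, at least 50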;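 note: strain carries kanamycin resistance gene driven by streptokinase promoter and grows in 40 µg/ml kanamycin; loss of luminescence reflects streptokinase promoter inhibition or plain growth inhibition; 0% = median of DMSO wells and 100% = positive control at its reference dose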
MrgX1 antagonist – antagonists of human MrgX1 receptor, primary screen, HEK293 cells, Fluo-4 calcium flux; B-score at 10 µM; Mas-related G-protein coupled receptor member X1 (Homo sapiens), Q96LB2; hit rate 1.3% among 310,000; BAM8-22 antagonism; active compounds read low; AID 588676, 2011;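 active = calcium-response B-score plate-corrected more than 3 library SD below zero, starting fluorescence within 5 deviations, no agonist response on first addition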;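 note: peak minus trough fluorescence over baseline after final BAM8-22 challenge near maximal dose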
TMEM16A inh – TMEM16A chloride channel inhibitors, primary screen, cell-based, HTS. Anoctamin-1 (Mus musculus), Q8BHY3. HEK293 TMEM16A/YFP iodide influx fluorescence, ionomycin. normalized B-score (activity score, 25-100; higher = stronger inhibition) at 10 µM. hit rate 1.2% among 310,000. AID 588511, 2011;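 active = ratio plate-corrected score three or more library SD toward inhibition, starting fluorescence score within five deviations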;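 note: score derived from kinetic fluorescence span divided by baseline fluorescence per well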
TMEM16A act – TMEM16A chloride channel activators or potentiators, primary screen, cell-based, HTS; Anoctamin-1 (Mus musculus), Q8BHY3; HEK293 TMEM16A/YFP-H148Q/I152L, iodide quench fluorescence; active compounds read low; B-score at 10 µM; hit rate 0.3% among 340,000;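 active = fluorescence-ratio B-score plate-corrected deviation score at least 3 library SD below zero, with starting fluorescence score within 5 deviations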;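 note: channel opened by trigger with iodide after compound preincubation; score built on the fluorescence ratio of max minus min over baseline; more negative score means more quench and so TMEM16A activation or potentiation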
TRPC6 inh – mouse TRPC6 channel inhibitors, primary screen, cell-based, HEK293, membrane potential dye. Short transient receptor potential channel 6 (Mus musculus), Q61143. ACh-evoked depolarization; active compounds read low. B-score at 10 µM. hit rate 1.1% among 310,000. AID 2553, 2010;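 active = B-score under library mean minus 3 SD, initial fluorescence not abnormally high, positive integrated signal ratio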;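 note: B-score derived from integrated fluorescence ratio over the kinetic read; more negative B-score means stronger inhibition of depolarization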
* = called active by the depositor; i = inactive; . = not tested or not shown.

SMILES	TRPC4 potent	TRPC4 block	TRPC6 activator	TRPC4 agonist	MrgX1 agonist	MrgX1 PAM	SKKanGAS inh	MrgX1 antagonist	TMEM16A inh	TMEM16A act	TRPC6 inh
CC(C)CC(OC(=O)c1cccs1)C(=O)NCc1ccco1 (stereo not given)	i	i	i	i	i	i	4	i	i	i	i
Cc1ccc(OCCC(=O)OCC(=O)NC2CCS(=O)(=O)C2)cc1 (stereo not given)	i	i	i	i	i	i	-2	i	i	i	i
COc1ccc(Nc2nc3ccc(C)cc3cc2C#N)c(OC)c1	i	i	i	i	i	i	3	i	i	i	i
O=C(Nc1ccc2nc3n(c(=O)c2c1)CCCC3)c1cccc(F)c1	i	i	i	i	i	i	-7	i	i	i	i
COc1ccc(C)cc1S(=O)(=O)Nc1cc2c3c(c1)CCC(=O)N3CCC2	i	i	i	i	i	i	18	i	i	i	i
O=C(Nc1ccnn1C1CCN(Cc2ccccn2)CC1)c1cccc(F)c1	i	i	i	i	i	i	-5	i	i	i	i
COC(=O)c1ccc(N2CCN(C(=O)c3ccccc3)CC2)c(NC(C)=O)c1	i	i	i	i	i	i	2	i	i	i	i
COc1ccc(C(=O)Nc2ccc(C(=O)Nc3cccnc3)cc2)cc1	i	i	i	i	i	i	-7	i	i	i	i
CC(NC(=O)c1noc2c1CCCC2)c1ccccc1 (stereo not given)	i	i	i	i	i	i	-10	i	i	i	i
Cc1c(C(=O)OCC(=O)N(C)c2ccccc2)cccc1[N+](=O)[O-]	i	i	i	i	i	i	-11	i	i	i	i
CCN1CCCC1CNC(=O)c1cc2c(=O)n(C)c3ccccc3c2n1C (stereo not given)	i	i	i	i	i	i	-1	i	i	i	i
Cc1nc(-c2ccccc2)nc2sc(C(=O)c3ccc(F)cc3)c(N)c12	i	i	i	i	i	i	-3	-4.6*	i	i	i
O=C(O)c1ccccc1C(=O)Nc1ccccc1[N+](=O)[O-]	i	i	i	i	i	i	-1	i	i	i	i
O=C(C1=C(O)C(=O)N(CCN2CCOCC2)C1c1ccccc1)c1cccs1 (stereo not given)	i	i	i	i	i	i	14	i	i	i	i
N#CCCN(Cc1cccnc1)C(=O)Nc1ccc(Cl)c(Cl)c1	i	i	i	i	i	i	-4	i	i	i	i
COc1cccc(NC(=S)NCc2ccc3c(c2)cc(C)n3C)c1	i	i	i	i	.	.	2	.	.	i	i
CSc1cccc(NC(=O)Cn2cccc2)c1	i	i	i	i	i	i	-2	i	i	i	i
O=C(Nc1cc(Cl)ccc1-n1cncn1)c1cc(F)cc(F)c1	i	i	i	i	i	i	-1	i	i	i	i
Cn1sc(NC(=O)c2ccccc2)nc1=O	i	i	i	i	i	i	2	i	i	i	i
Cc1cc(C)cc(Oc2nc(C(F)(F)F)nc3ccccc23)c1	i	i	i	i	i	i	30	i	i	i	i
Cc1ccsc1C=C1C(=O)c2ccccc2C1=O	i	i	i	i	i	i	0	i	i	i	i
O=C(O)c1ccc(-n2c(-c3cc(-c4ccco4)[nH]n3)n[nH]c2=S)cc1	i	i	i	i	i	i	-2	i	i	i	i
CCOC(=O)c1c(NC2=NS(=O)(=O)c3ccccc32)sc2c1CCCCC2	i	i	i	i	i	i	33	i	i	i	i
Cc1ccc(-c2csc(N3CCN(CCCn4c(C(F)(F)F)nc5ccccc54)CC3)n2)cc1	i	i	i	i	i	i	16	i	i	i	i
CCOc1ccc(NC(=O)CN2C(=O)c3ccccc3C2=O)cc1	i	i	i	i	i	i	5	i	i	i	i
Cc1ccc(S(=O)(=O)Cc2ccc(C(=O)N3CCc4ccccc4C3)o2)cc1	i	i	i	i	i	i	1	i	i	i	i
CSc1ccc(CNc2ccc(C)cc2)cc1	i	i	i	i	i	i	27	i	i	i	i
CC(=O)Nc1sc2c(c1C#N)CCC(C)C2 (stereo not given)	i	i	i	i	i	i	-1	i	i	i	i
CCOc1ccc(NS(=O)(=O)c2cc(OCC(N)=O)c(C)cc2Cl)cc1	i	i	i	i	i	i	3	i	i	i	i
CN(CC(=O)Nc1ccc(S(=O)(=O)N2CCCC2)cc1)CC(=O)Nc1cccc(F)c1	i	i	i	i	i	i	-6	i	i	i	i
O=C(Nc1cccc(NC(=O)c2ccccc2Cl)c1)c1cccs1	i	i	i	i	i	i	-1	i	i	i	i
COc1ccc(/C=N/NC(=O)c2csc(-n3nc(C)cc3C(F)(F)F)n2)cc1	i	i	i	i	i	i	6	i	i	i	i
NS(=O)(=O)c1ccc(NC(=O)/C(=C/c2ccncc2)NC(=O)c2ccccc2)cc1	i	i	i	i	i	i	8	i	i	i	i
COc1ccc(-c2oc3ncnc(NCCN4CCOCC4)c3c2-c2ccc(OC)cc2)cc1	i	i	i	i	i	i	28	i	i	i	i
OCCNc1nc(Nc2ccccc2C(F)(F)F)nc(N2CCCC2)n1	i	i	i	i	i	i	0	i	i	i	i
CN(C(=O)CN1C(=O)C2C3CC(C(Br)C3Br)C2C1=O)C1CCCCC1 (stereo not given)	i	i	i	i	i	i	-2	i	i	i	i
O=C(O)CC(Cc1ccccc1)c1ccc2c(c1)OCO2 (stereo not given)	i	i	i	i	i	i	-6	i	i	i	i
CC(C)c1ccc(NC2CCCN(C(=O)CCN3CCCCO3)C2)cc1 (stereo not given)	i	i	i	i	i	i	-1	i	i	i	i
Nc1nnc(CC(=O)N/N=C/c2ccc([N+](=O)[O-])cc2)s1	i	i	i	i	i	i	-2	i	i	i	i
COC(=O)c1c(C(=O)OC)c(-c2ccc(OC)cc2)n2c1CS(=O)(=O)C2	i	i	i	i	i	i	0	i	i	i	i
Cc1ccc(NS(=O)(=O)c2ccc(NC(=O)c3ccccc3C(=O)O)cc2)cc1C	i	i	i	i	i	i	3	i	i	i	i
Cc1cccc(N2CN=c3s/c(=C\c4ccncc4)c(=O)n3C2)c1	i	i	i	i	.	.	-1	.	.	i	i
COc1ccccc1NC(=O)CCC(=O)OCC(=O)c1ccc(C)c([N+](=O)[O-])c1	i	i	i	i	i	i	-1	i	i	i	i
CCc1cc(=O)oc2cc3oc(C)c(C)c3cc12	i	i	i	i	i	i	5	i	i	i	i
CCn1nnnc1SCC(=O)Nc1cccc(NC(C)=O)c1	i	i	i	i	i	i	0	i	i	i	i
CCC(=O)N(CCc1ccccc1)Cc1cc2ccc(OC)cc2[nH]c1=O	i	i	i	i	i	i	-5	i	i	i	i
CCCCn1c(-c2ccc(OC(F)F)cc2)nc2c1c(=O)[nH]c(=O)n2CC(C)C	i	i	i	i	i	i	15	i	i	i	i
CCN(CC)C(=O)CCn1nc(-c2ccc(C)cc2)c2ccccc2c1=O	i	i	i	i	i	i	0	i	i	i	i
CCOc1cc(NC(=O)C2CCCO2)c(OCC)cc1NC(C)=O (stereo not given)	i	i	i	i	i	i	6	i	i	i	i
O=C(CN(Cc1ccco1)C(=O)c1ccccc1)Nc1ccc(Cl)c(Cl)c1	i	i	i	i	i	i	20	i	i	i	i
CC(=O)C1=C(C)Nc2ncnn2C1c1ccc(Cl)cc1 (stereo not given)	i	i	i	i	i	i	5	i	i	i	i
CCN(CC)S(=O)(=O)c1cccc(C(=O)N/N=C/c2ccccc2OCC(=O)O)c1	i	i	i	i	i	i	1	i	i	i	i
CCN(CC)CCN1CNC(=S)N(c2ccccc2OC)C1	i	i	i	i	i	i	-3	i	i	i	i
CC(=O)Nc1ccccc1NC(=O)C(F)(F)F	i	i	i	i	i	i	4	i	i	i	i
C#CCOCCOCCOCCNc1nc(N2CCN(C(=O)[C@H](Cc3cc4ccccc4[nH]3)n3cc([C@@H](N)C(C)CC)nn3)CC2)nc(N2CCN(C(=O)[C@H](Cc3cc4ccccc4[nH]3)n3cc([C@@H](N)Cc4ccc(O)cc4)nn3)CC2)n1 (stereo not given in full)	i	i	i	i	i	i	12	i	i	.	i
CCOC(=O)c1cnc2c(CC)cccc2c1NCCCN1CCOCC1	i	i	i	i	i	i	0	i	i	i	i
O=C(Nc1nc(-c2ccc(F)cc2)cs1)c1cccnc1	i	i	i	i	i	i	0	i	i	i	i
Cc1ccccc1NC(=O)Cn1nnc2sc3c(c2c1=O)CC(C)(C)OC3	i	i	i	i	i	i	-1	i	i	i	i
Cn1ncc(S(=O)(=O)Cc2ccccc2)c(Cl)c1=O	i	i	i	i	i	i	-4	i	i	i	i
CC1(OC(=O)c2cccs2)C(=O)C=C2C=C(C3CC3)OC=C2C1=O (stereo not given)	i	i	i	i	i	i	8	i	i	i	i
(continued)
SMILES	TRPC4 potent	TRPC4 block	TRPC6 activator	TRPC4 agonist	MrgX1 agonist	MrgX1 PAM	SKKanGAS inh	MrgX1 antagonist	TMEM16A inh	TMEM16A act	TRPC6 inh
CCC1(CC)NC(=O)N(CC(=O)OCC(=O)Nc2ccc(F)c(F)c2F)C1=O	i	i	i	i	i	i	-2	i	i	i	i
Cc1cc(C)c2c(N)c(C(=O)NC3CC3)sc2n1	i	i	i	i	i	i	-3	i	i	i	i
CC1CCCN(C(=O)CSc2nnc(-c3ccc(S(=O)(=O)N4CCOCC4)cc3)n2C)C1 (stereo not given)	i	i	i	i	i	i	1	i	i	i	i
Cn1c(=O)c2[nH]c(-c3ccc(S(=O)(=O)O)cc3)nc2n(C)c1=O	i	i	i	i	i	i	-2	i	i	i	i
COCCNCc1ccc(C(C)C)cc1	i	i	i	i	i	i	2	i	i	i	i
